# TEAD-YAP inh: TEAD-YAP interaction inhibition, primary screen, TEAD-YAP interaction inhibitor project, luminescence, HEK-TIYL cells; AID 1259422, 2018; 640,000 tested, 1.4% active; TEAD-Gal4/YAP UAS-luciferase luminescence; inhibition, % at 9.12 µM; in the data active means inhibition above about 32%;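 further: 0% = median of test compound wells and 100% = reference inhibitor wells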
# GPR151 activ: activators of human GPR151, primary screen, cell-based, PathHunter beta-arrestin, luminescence. G-protein coupled receptor 151 (Homo sapiens), Q8TDV0. PathHunter beta-arrestin GPR151 cells. AID 1508602, 2020. activation, % at 11.2 µM. 650,000 tested, 1% active; in the data active means activation above about 4.9%;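 further: 0% = median of compound wells and 100% = cells with positive control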
# Target sequence (Q8TDV0 whole entry, looked up): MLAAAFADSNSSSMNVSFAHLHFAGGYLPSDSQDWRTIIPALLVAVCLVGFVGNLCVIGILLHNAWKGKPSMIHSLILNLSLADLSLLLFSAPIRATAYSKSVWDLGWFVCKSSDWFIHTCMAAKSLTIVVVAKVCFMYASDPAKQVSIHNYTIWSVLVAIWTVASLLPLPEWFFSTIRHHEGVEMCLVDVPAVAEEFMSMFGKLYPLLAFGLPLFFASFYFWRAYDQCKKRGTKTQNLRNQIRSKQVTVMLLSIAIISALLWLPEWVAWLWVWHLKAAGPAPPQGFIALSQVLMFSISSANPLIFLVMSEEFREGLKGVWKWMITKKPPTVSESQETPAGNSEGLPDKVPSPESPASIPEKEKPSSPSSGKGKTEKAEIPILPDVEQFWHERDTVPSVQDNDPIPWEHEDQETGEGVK
# FBW7 act: FBW7 E3 ligase activators, primary screen, biochemical, AlphaScreen, human | AlphaScreen FBW7–phospho-cyclin E peptide binding, activator screen | F-box/WD repeat-containing protein 7 (Homo sapiens), Q969H0 | 650,000 tested, 0.13% active | normalized activity (activation), % at 26.1 µM; in the data active means normalized activity above about 1.9%;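 further: purified mutant Fbw7 with reduced substrate affinity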
# MITF primary: MITF inhibitors, primary screen, biochemical, AlphaScreen, human. 650,000 tested, 0.91% active. AID 1259374, 2018. Microphthalmia-associated transcription factor (Homo sapiens), O75030. inhibition, % at 2.6 µM. AlphaScreen MITF homodimerization, bead proximity signal; in the data active means inhibition above about 50%;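 further: 0% = vehicle wells with protein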
# Target sequence (O75030 whole entry, looked up): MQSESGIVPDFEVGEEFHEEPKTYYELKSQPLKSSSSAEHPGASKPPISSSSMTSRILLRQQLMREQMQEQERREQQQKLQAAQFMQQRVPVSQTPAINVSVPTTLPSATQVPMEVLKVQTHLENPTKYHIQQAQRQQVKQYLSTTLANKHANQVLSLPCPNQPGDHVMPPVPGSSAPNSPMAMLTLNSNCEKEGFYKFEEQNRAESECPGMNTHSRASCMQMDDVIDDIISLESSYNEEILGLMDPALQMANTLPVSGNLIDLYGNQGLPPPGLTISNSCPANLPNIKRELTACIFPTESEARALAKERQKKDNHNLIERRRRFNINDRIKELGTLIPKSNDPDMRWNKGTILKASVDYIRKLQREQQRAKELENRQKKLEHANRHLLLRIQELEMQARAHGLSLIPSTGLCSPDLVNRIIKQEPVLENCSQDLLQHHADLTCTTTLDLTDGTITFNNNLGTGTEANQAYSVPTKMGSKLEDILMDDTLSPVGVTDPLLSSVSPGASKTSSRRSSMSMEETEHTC
# Numbers without * were called inactive.
SMILES,TEAD-YAP inh,GPR151 activ,FBW7 act,MITF primary
Cc1cc2nnc(SCC(=O)Nc3sc4c(c3C#N)CCC4)n2c2ccccc12,14,0.8,0.0,-2
COCCNC(=O)CSc1nnc(C)c2cnn(-c3ccc(C)c(C)c3)c12,17,2.2,-0.1,11
Cc1ccc(-c2cc(C(F)(F)F)n3ncc(C(=O)Nc4cccc(C)c4Cl)c3n2)cc1,-11,3.2,-0.1,-8
Cc1cc(N2CCC(O)(c3ccccc3F)CC2)nc(C)n1,18,1.8,0.2,-2
CCn1c(=O)c2ccccc2n(Cc2nc(-c3ccc(OCc4ccccc4)cc3)no2)c1=O,-3,1.5,-0.1,-5
COc1ccc(Cl)cc1NC(=O)C1CC(c2ccccc2O)=NO1 (configuration not stated),-13,-0.4,-0.2,-2
O=S(=O)(NCCc1csc(-c2ccccc2)n1)c1ccc(F)cc1,4,-0.2,-0.1,10
C=CCOc1ccc(C2/C(=C(/O)c3ccc(OCC)cc3C)C(=O)C(=O)N2CCN2CCOCC2)cc1 (configuration not stated),-2,0.7,0.0,-8
O=C(NC1CC1)c1ccc(-c2nc(NCCCN3CCCC3=O)c3[nH]cnc3n2)cc1,3,0.7,-0.1,2
CCc1nn(CC(=O)NCCc2ccc(OC)cc2OC)c(=O)c2cc3occc3n12,5,-0.1,0.1,7
O=C(Nc1c(O)c2ccccc2[nH]c1=O)c1ccc(Br)cc1,-6,-0.8,0.2,17
O=C(Cn1c(=O)n(-c2ccc(F)cc2)c(=O)c2oc3ccccc3c21)N1CCCCC1,3,1.5,0.1,-8
O=C(COC(=O)c1ccc2c(c1)C(=O)N(c1ccc([N+](=O)[O-])cc1Br)C2=O)c1ccccc1,4,0.2,-0.1,5
Fc1ccccc1C1C=C(c2ccc(I)cc2)Nc2nnnn21 (configuration not stated),-12,-1.2,0.0,-3
C/C(=N\Nc1ccc([N+](=O)[O-])cc1[N+](=O)[O-])C(C)(C)C(C(=O)O)C(=O)O,-7,0.9,0.4,-8
COC(=O)c1ccc(C2c3c(oc4ccccc4c3=O)C(=O)N2CCN2CCOCC2)cc1 (configuration not stated),-16,1.2,-0.2,-1
CC1CCCCC1NC(=O)C1CCN(S(=O)(=O)c2ccc3c(c2)CCC(=O)N3)CC1 (configuration not stated),-25,0.4,0.1,-8
CC(C)[C@@H](Cn1nnc2ccccc21)NC(=O)c1ccc2c(c1)n(C)c(=O)n2C,3,-0.2,0.2,-5
CCCOc1ccc(CC2CCC(=O)NC2=O)cc1 (configuration not stated),-2,0.1,0.0,-4
CCCCNC(=O)c1c(O)nc2ccccn2c1=O,4,0.3,-0.1,15
CCOc1ccc(C(=O)Nc2sc(C(=O)OC)c(C)c2C#N)cc1,9,0.2,-0.1,7
COC(=O)Cn1c(CN2CCN(c3cccc(Cl)c3)CC2)nc2c1c(=O)[nH]c(=O)n2C,7,0.1,0.5,-2
COc1ccc(/C=N/c2sc3c(c2C(N)=O)CCCC3)cc1,-43,-0.7,-0.1,-2
COc1ccc(CN(Cc2ccc(C(=O)O)cc2)C(=S)Nc2ccccc2Cl)cc1OC,0,-1.6,0.2,-5

# 18 of the compounds above, with bars between the fields.
SMILES | TEAD-YAP inh | GPR151 activ | FBW7 act | MITF primary
Cc1cc2nnc(SCC(=O)Nc3sc4c(c3C#N)CCC4)n2c2ccccc12 | 14 | 0.8 | 0.0 | -2
COCCNC(=O)CSc1nnc(C)c2cnn(-c3ccc(C)c(C)c3)c12 | 17 | 2.2 | -0.1 | 11
Cc1ccc(-c2cc(C(F)(F)F)n3ncc(C(=O)Nc4cccc(C)c4Cl)c3n2)cc1 | -11 | 3.2 | -0.1 | -8
Cc1cc(N2CCC(O)(c3ccccc3F)CC2)nc(C)n1 | 18 | 1.8 | 0.2 | -2
CCn1c(=O)c2ccccc2n(Cc2nc(-c3ccc(OCc4ccccc4)cc3)no2)c1=O | -3 | 1.5 | -0.1 | -5
COc1ccc(Cl)cc1NC(=O)C1CC(c2ccccc2O)=NO1 (configuration not stated) | -13 | -0.4 | -0.2 | -2
O=S(=O)(NCCc1csc(-c2ccccc2)n1)c1ccc(F)cc1 | 4 | -0.2 | -0.1 | 10
C=CCOc1ccc(C2/C(=C(/O)c3ccc(OCC)cc3C)C(=O)C(=O)N2CCN2CCOCC2)cc1 (configuration not stated) | -2 | 0.7 | 0.0 | -8
O=C(NC1CC1)c1ccc(-c2nc(NCCCN3CCCC3=O)c3[nH]cnc3n2)cc1 | 3 | 0.7 | -0.1 | 2
CCc1nn(CC(=O)NCCc2ccc(OC)cc2OC)c(=O)c2cc3occc3n12 | 5 | -0.1 | 0.1 | 7
O=C(Nc1c(O)c2ccccc2[nH]c1=O)c1ccc(Br)cc1 | -6 | -0.8 | 0.2 | 17
O=C(Cn1c(=O)n(-c2ccc(F)cc2)c(=O)c2oc3ccccc3c21)N1CCCCC1 | 3 | 1.5 | 0.1 | -8
O=C(COC(=O)c1ccc2c(c1)C(=O)N(c1ccc([N+](=O)[O-])cc1Br)C2=O)c1ccccc1 | 4 | 0.2 | -0.1 | 5
Fc1ccccc1C1C=C(c2ccc(I)cc2)Nc2nnnn21 (configuration not stated) | -12 | -1.2 | 0.0 | -3
C/C(=N\Nc1ccc([N+](=O)[O-])cc1[N+](=O)[O-])C(C)(C)C(C(=O)O)C(=O)O | -7 | 0.9 | 0.4 | -8
COC(=O)c1ccc(C2c3c(oc4ccccc4c3=O)C(=O)N2CCN2CCOCC2)cc1 (configuration not stated) | -16 | 1.2 | -0.2 | -1
CC1CCCCC1NC(=O)C1CCN(S(=O)(=O)c2ccc3c(c2)CCC(=O)N3)CC1 (configuration not stated) | -25 | 0.4 | 0.1 | -8
CC(C)[C@@H](Cn1nnc2ccccc21)NC(=O)c1ccc2c(c1)n(C)c(=O)n2C | 3 | -0.2 | 0.2 | -5

# (list continues)
SMILES,TEAD-YAP inh,GPR151 activ,FBW7 act,MITF primary
CCN(CC)c1ccc(/C=C2/C(=O)NN(c3ccccc3)C2=O)cc1,15,-0.6,-0.1,16
CN(CCc1cn[nH]c1)C(=O)CCc1nnc(CCC2CCCCC2)o1,-13,0.2,-0.1,-2
COCC(=O)N(C)c1nnc(-c2cnc(C)cn2)s1,-21,-1.0,-0.1,-9
Cc1cccc(N2C(=O)CC(n3c(C)nc4ccccc43)C2=O)c1 (configuration not stated),-9,0.7,0.1,5
O=C(N/N=C/c1cc(Cl)cc([N+](=O)[O-])c1O)c1ccccc1Br,3,-0.6,-0.7,1
COc1ccc(CNC(=O)c2ccc3c(=O)n(-c4cc(C(F)(F)F)ccc4Cl)c(=S)[nH]c3c2)cc1,9,-1.2,0.5,11
CC(=O)Nc1ccc2c(COC(=O)c3ccc(-c4ccc([N+](=O)[O-])cc4)o3)cc(=O)oc2c1,9,1.0,-0.1,-2
CCOC(=O)COc1ccc(/C=c2\sc3n(c2=O)C(c2cccs2)C(C(=O)OCC)=C(C)N=3)cc1OCC (configuration not stated),-3,-0.5,0.0,11
COc1cccc(OC)c1-c1cnc2c(NCCc3ccncc3)nccn12,-3,-0.9,0.0,-3
CCCCCCNC(=O)c1c[nH]c2ccc(S(=O)(=O)N(C)c3ccccc3CC)cc2c1=O,6,-0.6,0.3,-3
COc1nc(OC)nc(-n2nnc(C(C)=O)c2C)n1,-8,1.2,-0.1,-5
CCCC(=O)N(c1ccc(N(C(=O)CCC)S(=O)(=O)c2ccc3ccccc3c2)cc1)S(=O)(=O)c1ccc2ccccc2c1,7,1.6,0.1,3
Cn1cnnc1Sc1ccc(C(=O)NNC(=O)c2ccccc2F)cc1[N+](=O)[O-],3,-1.2,0.1,-4
O=C1Cc2ccccc2C(=O)N1c1ccc(F)cc1Cl,1,-1.9,-0.1,-3
Cc1cc2nc(-c3ccc(NC(=O)c4ccc(C)c([N+](=O)[O-])c4)cc3)oc2cc1C,-6,-0.7,-0.1,5
COC(=O)C1=C(C)OC(N)=C(C#N)C1c1ccccc1OC(=O)c1ccccc1Cl (configuration not stated),4,0.8,-0.1,2
COc1cc(Br)cc(CN2CCN(C=O)CC2)c1O,4,7.3*,0.5,-18
Cc1nc(-n2nnc(C(=O)Nc3cccc(Cl)c3C)c2C)sc1C,-3,-0.3,0.0,-4
Cc1cc(NC(=O)c2noc(C)c2[N+](=O)[O-])no1,1,-0.6,0.2,-9
Cn1nc(-c2cccs2)c2c1CCNC2,-4,1.0,-0.3,-8
O/N=C/c1ccc2cccc(O)c2n1,-10,0.1,-0.5,22
CC(C)(C)NC(=O)CN(C(=O)CCC(=O)Nc1ccccn1)c1ccccc1F,-2,0.4,0.1,6
CCOC(=O)C1CCN(/C=C2\Oc3c(ccc(O)c3C)C2=O)CC1,0,2.6,-0.3,0
CN(C)c1cccc(Nc2nccn3c(-c4ccccc4)cnc23)c1,-2,-0.1,-0.1,-7
CCCCNC(=O)c1ccccc1NC(=O)c1ccc(I)cc1,-6,0.0,-0.1,-14
CCCOc1ccc(C(=O)ON=C2CCN(C)CC2)cc1,7,-0.9,0.3,18
CCSc1cccc(C(=O)Nc2nnc(-c3ccc(F)cc3)o2)c1,-7,-1.1,-0.1,5
OC(COCCOc1ccc(Br)cc1)CN1CCN(c2ccccn2)CC1 (configuration not stated),10,-1.2,0.1,5
COC(=O)c1cc(-c2cccc(OC)c2)c2c(=O)[nH]c(=O)n(C)c2n1,-5,-0.2,0.8,25
CCOC(=O)N1CCN(C2CC(=O)N(c3ccc(CC)cc3)C2=O)CC1 (configuration not stated),7,1.7,0.2,-6
COc1cccc(CNc2nc3ccc(Cl)cc3n3nnnc23)c1,-2,1.6,0.1,0
COc1ccc(C(c2nnnn2Cc2ccccc2)N2CCN(C)CC2)cc1OC (configuration not stated),-6,0.7,0.1,3
CN1C(=O)c2cccc3c([N+](=O)[O-])ccc(c23)C1=O,7,0.5,0.1,10
Cc1cccn2c(=O)c3cc(C(=O)NCc4ccco4)c(=N)n(Cc4cccnc4)c3nc12,5,-0.2,-0.2,4
c1ccc(CNc2nc(Nc3ccncc3)nc3c2ncn3-c2ccsc2)cc1,9,0.0,0.9,9
COc1ccc2c(c1)c(=O)oc1cc(OC(=O)C3CC3)ccc12,7,-0.9,-0.5,5

# Among those listed so far, 2 have a CF3 group.
SMILES,TEAD-YAP inh,GPR151 activ,FBW7 act,MITF primary
Cc1ccc(-c2cc(C(F)(F)F)n3ncc(C(=O)Nc4cccc(C)c4Cl)c3n2)cc1,-11,3.2,-0.1,-8
COc1ccc(CNC(=O)c2ccc3c(=O)n(-c4cc(C(F)(F)F)ccc4Cl)c(=S)[nH]c3c2)cc1,9,-1.2,0.5,11

# (listing goes on)
SMILES,TEAD-YAP inh,GPR151 activ,FBW7 act,MITF primary
COc1ccc(C(=O)NCCc2ccc(F)cc2)c(OC)c1,-42,-0.2,0.0,9
O=C(CCn1nc(-c2ccccc2)ccc1=O)N1CCC(Cc2ccccc2)CC1,7,0.5,0.2,8
COc1ccc(-c2noc(C3CCCN(S(=O)(=O)c4cccc(F)c4)C3)n2)cc1OC (configuration not stated),2,0.9,-0.2,8
CCCCN(CC)C(=O)c1ccc(Cl)cc1,3,-1.3,0.1,5
CC(=O)OC1CCC2(C)C(=CCC3C4=CC=C(C(C)=O)C4(C)CCC32)C1 (configuration not stated),10,1.1,-0.1,1
NNC(=O)c1ccc(NS(=O)(=O)c2ccccc2)cc1,-6,-1.0,0.3,21
CC(C)(C)NCCOCCOc1ccccc1Cl,5,-0.2,-0.2,27
Cc1ccc(S(=O)(=O)N2CCN(C(=O)N3CCOCC3)C2C)cc1 (configuration not stated),4,-0.4,0.0,-5
Clc1ccc(C2CC(c3ccccc3)n3nnnc3N2)cc1 (configuration not stated),3,2.5,0.0,13
COc1ccccc1C1Oc2ccccc2C2=C1C(c1cccs1)n1ncnc1N2 (configuration not stated),0,0.9,0.2,13
CCC1CCCCN1CCNS(=O)(=O)c1cccc2cccnc12 (configuration not stated),4,-0.5,-0.1,-3
COCCCNc1ncnc2ccc(C)cc12,2,-0.3,-0.8,6
C=CCN1CCN(c2c(NC(=O)c3ccc(Br)o3)cccc2-c2cc(Cl)ccc2Cl)CC1,-7,-1.6,0.0,14
CCOc1ccc(-n2c(C)cc(/C=C3/C(=N)N4C=C(C)SC4=NC3=O)c2C)cc1,-7,-0.5,0.0,8
N=c1sccn1CC(=O)Nc1ccc(F)c([N+](=O)[O-])c1,-2,-1.9,-0.2,-3
CC(=O)c1ccc(N2CCN(C(=O)CN3C(=S)NC(C)(C)CC3C)CC2)cc1 (configuration not stated),-2,2.0,0.4,19

# Screening data (PubChem)
